TRPC4 act: activators of mouse TRPC4 channel; HEK293 TRPC4beta/mu-opioid, Fluo4 calcium fluorescence; stronger effect = higher value; 0.49% of 310,000 active; B-score at 10 µM;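 active = B-score above 5 SD of library B-scores, and initial fluorescence ratio not above library mean plus 5 SD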;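 note: positive B-score marks a calcium rise read as TRPC4 activation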
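Test system: HEK293 cells stably co-expressing mouse TRPC4beta and mu-opioid receptor | Schedule: Fluo4 dye loading 45 min at room temperature, 110 s recording | Measured by: Kinetic Fluo4 calcium fluorescence, 5 s baseline at 1 Hz | Evaluation: B score of integrated ratio | Controls: Buffer (low) and maximal DAMGO (high)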
KCNK9 block: human KCNK9 channel inhibition; Q9NPC2; HEK293 KCNK9, FluxOR thallium flux fluorescence; stronger effect = lower value; B-score at 10 µM; 1.2% of 310,000 active; AID 488922;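 active = ratio B-score over 3 SD below the library mean, with starting fluorescence within 5 SD of its mean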;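 note: negative B-score means less thallium flux so channel inhibition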
KCNQ1 act: potentiators or activators of human KCNQ1 potassium channel; P51787; CHO-K1 KCNQ1, thallium flux FluxOR fluorescence; stronger effect = higher value; B-score at 10 µM; 0.35% of 310,000 active; AID 2648;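 active = fluorescence ratio B-score, a plate-corrected score, at least three library SD, with initial intensity B-score within 5 SD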
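Material: CHO-K1 cells stably expressing KCNQ1. Medium: assay buffer for compound exposure, DMSO matched across wells. Reagent: K+/Tl+ depolarizing stimulus. Compound dosing: single-concentration screen. Times: 37 °C overnight plating, 90-min dark dye load, 20-min compound pretreatment. Technique: FluxOR Tl+ flux fluorescence.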
HDAC3 inhib: blocks human histone deacetylase 3 | inhibition, % at 8.3 µM | AID 2718 | 0.15% of 320,000 active | O15379 | recombinant HDAC3, fluorogenic peptide/trypsin coupled, fluorescence; in the data active = inhibition above about 26%, passing the limit was not always enough; inconclusive = no clear call, values can overlap the other calls
TMEM16A inh: mouse TMEM16A channel inhibition, primary screen | Q8BHY3 | HEK293 TMEM16A/YFP iodide influx fluorescence, ionomycin | normalized B-score (activity score, 25-100; higher = stronger inhibition) at 10 µM | 1.2% of 310,000 active;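 active = ratio plate-corrected score three or more library SD toward inhibition, starting fluorescence score within five deviations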;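 note: score derived from kinetic fluorescence span divided by baseline fluorescence per well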
hERG rescue: compounds protecting human hERG from proarrhythmic drug block; Q12809; CHO-hERG, FluxOR thallium flux, dofetilide IC70 present; activation (rescue from dofetilide block), less the hit threshold, % at 10 µM; 0.51% of 310,000 active; AID 1511;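 active = activation above the mean of controls blocked by dofetilide plus 5 SD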;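 note: thallium influx through hERG after potassium depolarization seen as dye fluorescence rise; in these data hits start at about 4.7%; inactives centre near -7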
Target sequence (Q12809 whole entry, looked up): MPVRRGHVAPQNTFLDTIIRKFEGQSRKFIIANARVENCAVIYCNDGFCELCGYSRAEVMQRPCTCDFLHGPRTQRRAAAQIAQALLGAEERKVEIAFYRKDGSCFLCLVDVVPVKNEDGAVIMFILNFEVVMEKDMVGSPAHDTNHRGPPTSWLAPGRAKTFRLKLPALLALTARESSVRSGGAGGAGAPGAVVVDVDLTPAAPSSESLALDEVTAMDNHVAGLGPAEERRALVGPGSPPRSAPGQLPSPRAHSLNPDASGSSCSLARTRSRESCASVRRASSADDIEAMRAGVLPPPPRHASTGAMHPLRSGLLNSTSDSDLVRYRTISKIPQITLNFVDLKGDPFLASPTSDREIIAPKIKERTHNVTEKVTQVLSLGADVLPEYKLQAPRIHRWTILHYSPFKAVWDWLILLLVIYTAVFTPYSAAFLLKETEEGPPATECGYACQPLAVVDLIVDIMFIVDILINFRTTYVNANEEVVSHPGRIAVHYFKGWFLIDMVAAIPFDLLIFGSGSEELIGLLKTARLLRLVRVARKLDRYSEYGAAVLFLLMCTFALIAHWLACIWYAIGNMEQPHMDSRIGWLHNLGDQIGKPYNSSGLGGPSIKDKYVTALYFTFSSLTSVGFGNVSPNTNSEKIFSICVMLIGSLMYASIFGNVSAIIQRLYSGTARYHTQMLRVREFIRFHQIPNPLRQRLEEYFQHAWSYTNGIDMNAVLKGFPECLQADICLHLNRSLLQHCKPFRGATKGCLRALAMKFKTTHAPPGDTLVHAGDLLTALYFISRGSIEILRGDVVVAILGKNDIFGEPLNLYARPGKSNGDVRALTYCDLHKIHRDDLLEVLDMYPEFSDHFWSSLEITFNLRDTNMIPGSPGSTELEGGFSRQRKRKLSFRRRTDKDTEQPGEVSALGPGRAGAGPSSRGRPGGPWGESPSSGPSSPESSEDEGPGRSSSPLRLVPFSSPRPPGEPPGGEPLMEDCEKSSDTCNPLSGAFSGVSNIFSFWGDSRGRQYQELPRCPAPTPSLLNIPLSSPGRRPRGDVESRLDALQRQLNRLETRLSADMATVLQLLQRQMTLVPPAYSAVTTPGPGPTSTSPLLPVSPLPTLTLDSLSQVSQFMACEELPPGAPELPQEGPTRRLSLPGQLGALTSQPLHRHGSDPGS
TMEM16A act: mouse TMEM16A channel activation, primary screen | HEK293 TMEM16A/YFP-H148Q/I152L, iodide quench fluorescence; stronger effect = lower value | 0.3% of 340,000 active | B-score at 10 µM | Q8BHY3;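 active = fluorescence-ratio B-score plate-corrected deviation score at least 3 library SD below zero, with starting fluorescence score within 5 deviations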;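 note: channel opened by trigger with iodide after compound preincubation; score built on the fluorescence ratio of max minus min over baseline; more negative score means more quench and so TMEM16A activation or potentiation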
TRPC4 PAM: TRPC4 (mouse) allosteric potentiation | HEK293 TRPC4beta/mu-opioid, DAMGO EC20, Fluo-4 Ca2+ flux; stronger effect = higher value | 0.42% of 310,000 active | AID 2227 | Q9QUQ5 | B-score at 10 µM;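 active = B-score of calcium response area above 5 SD of library B-scores, with initial fluorescence ratio within 5 SD of library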;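 note: B-score of integrated fluorescence ratio over time as area under calcium response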
KCNQ1 inh: human KCNQ1 channel inhibition. P51787. CHO-K1 KCNQ1, FluxOR thallium flux fluorescence; stronger effect = higher value. B-score at 10 µM. 1.3% of 310,000 active. AID 2642;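 active = compounds whose thallium flux B-score, printed positive for inhibition, exceeds three library SD while starting fluorescence stays within three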;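 note: channel opened by potassium depolarization with thallium stimulus after 20 min compound exposure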
Dyrk1A ADPGlo: inhibitors of rat Dyrk1A kinase. Q63470. ADP-Glo luminescence, NFATc1 peptide. inhibition, % at 12.5 µM. 0.43% of 310,000 active; in the data active = inhibition above about 50%;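 note: plate controls were vehicle with enzyme for no effect and no enzyme for full effect; many of its hits are not listed in these tables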
KCNK3 inh: human KCNK3 channel inhibition, primary screen; 0.84% of 340,000 active; CHO-KCNK3 thallium flux, FluxOR fluorescence; stronger effect = lower value; AID 602410; B-score at 10 µM;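 active = B-score under library mean minus 4 SD, starting fluorescence ratio at most library mean plus 5 SD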;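 note: more negative B-score means stronger inhibition of thallium flux through KCNK3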
* marks the source's active call; other numbers are inactive results; i = inactive; ? = inconclusive; . = no result given.

SMILES | TRPC4 act | KCNK9 block | KCNQ1 act | HDAC3 inhib | TMEM16A inh | hERG rescue | TMEM16A act | TRPC4 PAM | KCNQ1 inh | Dyrk1A ADPGlo | KCNK3 inh
CC1(C)Cc2ccccc2C(=NCCCC(=O)O)N1 | i | i | i | -7 | i | -5 | i | i | i | -3 | i
Cc1ccc(NC(=O)[C@H](C)NC(=O)C2CCN(C(=O)[C@@H](N)C(C)C)CC2)cc1 | i | i | i | -9 | i | -6 | i | i | i | 3 | i
CC1CCN(c2c(NCc3ccc(C(=O)NCc4cccnc4)cc3)c(=O)c2=O)CC1 | i | i | i | 5 | i | -5 | i | i | i | -2 | i
CCc1ccc(NC(=O)C2CCCN(S(=O)(=O)c3ccc4c(c3)CC(C)N4C(C)=O)C2)cc1 (stereo not given) | i | i | i | 7 | i | -14 | i | i | i | -2 | i
COc1cc(OC)c(NS(=O)(=O)c2coc(C(N)=O)c2)cc1Cl | i | i | i | -8 | i | -9 | i | i | i | 2 | i
CN(C)CC(C)(C)CNS(=O)(=O)CC12CCC(CC1=O)C2(C)C (stereo not given) | i | i | i | -2 | i | -8 | i | i | i | 2 | i
O=C(NCc1ccco1)c1ccccc1Br | i | i | i | 0 | i | -11 | i | i | i | -1 | i
Cc1csc(SCC(=O)NC(=O)NC(C)(C)C)n1 | i | i | i | -2 | i | -10 | i | i | i | -1 | i
CCOC(=O)c1ccc(NC(=O)NCc2c(C)nn(CC)c2C)cc1 | i | i | i | -22 | i | -9 | i | i | i | . | i
COc1cc(NC(=O)c2cccc(F)c2)ccc1NC(=O)c1cc2ccccc2o1 | i | i | i | 4 | i | -12 | i | i | i | -6 | i
Cc1ccc(S(=O)(=O)N2CCC(=O)N(C(COCc3cccc(C(F)(F)F)c3)Cc3ccccc3)CC2)cc1 (stereo not given) | i | i | i | 13 | i | -13 | -19* | i | i | 2 | i
CCCc1cc(=O)oc2cc(C)cc(OCC(=O)NCC(O)c3ccccc3)c12 (stereo not given) | i | i | i | -34 | i | -9 | i | i | i | 6 | i
CC(=O)c1ccc(-c2nnc(CCC(=O)N(C)Cc3c(C)nc4ccccn34)o2)s1 | i | i | i | -3 | i | 8.1* | i | i | i | 4 | i
Cc1ccc(NC(=O)c2ccc(S(=O)(=O)N3CCCC3)cc2)nc1 | i | i | i | -3 | i | -11 | i | i | i | -1 | i
CCOc1ccc2c(c1)C(c1ccc(C)cc1)=NNC(c1ccc(C)cc1)=N2 | i | i | i | 1 | i | -10 | i | i | i | 5 | i
CCCCOC(=O)n1c(=O)oc2cc(S(=O)(=O)N3CCCCC3)ccc21 | i | i | i | 2 | i | -12 | i | i | i | 6 | i
Cc1ccc(NC(=O)NC2C(NC(=O)Nc3ccc(C)cc3)N(C)C(=O)N2C)cc1 (stereo not given) | i | i | i | 3 | i | -6 | i | i | i | -14 | i
COc1ccc(NC(=O)CN2CCN(c3nc(-c4cccc(OC)c4)cs3)CC2)cc1 | i | i | i | 5 | i | -3 | i | i | i | 19 | i
NC(=S)N/N=C/c1c(O)ccc2ccccc12 | i | i | i | -8 | i | -11 | i | i | i | -4 | i
O=C(N/N=C\c1ccco1)c1cncc(Br)c1 | i | i | i | 6 | i | -12 | . | i | i | . | .
CCN(C(=O)CSc1nnc2c3ccccc3n(CC)c2n1)C1CCS(=O)(=O)C1 (stereo not given) | i | i | i | 11 | i | 3 | i | i | i | -1 | i
O=C(CCCOc1ccc(Cl)cc1Cl)NCCc1ccccn1 | i | i | i | 0 | i | -9 | i | i | i | -5 | i
COc1ccc(OC)c(S(=O)(=O)Nc2cccc(-c3ccc4nncn4n3)c2)c1 | i | i | i | -3 | i | -8 | i | i | i | -5 | i
COc1cc2c(cc1OC)/C(=C/C(=O)N1CCOCC1)NC(C)(C)C2 | i | i | i | -9 | i | -8 | . | i | i | . | .
COc1ccc(S(=O)(=O)n2c(CCN3CCOCC3)nc3ccccc32)cc1 | i | i | i | 4 | i | -17 | i | i | i | -1 | i

(further entries)
SMILES | TRPC4 act | KCNK9 block | KCNQ1 act | HDAC3 inhib | TMEM16A inh | hERG rescue | TMEM16A act | TRPC4 PAM | KCNQ1 inh | Dyrk1A ADPGlo | KCNK3 inh
Nc1nccc(-c2ccc(-n3cnc4ccccc43)cc2)n1 | i | i | i | -21 | i | -2 | i | i | i | . | i
CCc1nnc(NC(=O)CN2CCN(Cc3cccc(F)c3)CC2)s1 | i | i | i | 6 | i | -9 | i | i | i | -2 | i
CC(C)(C)OC(=O)N1CCC(CNC(=O)c2ccccc2)CC1 | i | i | i | 4 | i | -5 | i | i | i | 7 | i
COc1cc(/C=C/C(=O)OCC(=O)c2c(N)n(C)c(=O)n(C)c2=O)ccc1O | i | i | i | -1 | i | -7 | i | i | i | 0 | i
Cc1cnccc1NC(=O)c1cccs1 | i | i | i | 4 | i | -3 | i | i | i | 3 | i
CN(C)S(=O)(=O)c1ccc(C(=O)NCc2cccs2)cc1 | i | i | i | 4 | i | -10 | i | i | i | -6 | i
O=C(O)CS(=O)(=O)c1ccc(Oc2ccc(S(=O)(=O)CC(=O)O)cc2)cc1 | i | i | i | -4 | i | -2 | . | i | i | . | .
Cc1nc(SCC(=O)NCCc2ccccc2)c2c(=O)n(C)c(=O)n(C)c2n1 | i | i | i | 4 | i | -6 | i | i | i | -6 | i
O=C(NCCCn1ccnc1)c1ccc(S(=O)(=O)Nc2ccccc2)cc1 | i | i | i | . | i | -13 | i | i | i | 4 | i
CC(C)CC(NC(=O)C1CCCN1C(=O)[C@@H](C)NC(=O)OCc1ccccc1)C(=O)NCC(N)=O (stereo not given in full) | i | i | i | 1 | i | -6 | i | i | i | 2 | i
C/C(=N/NS(=O)(=O)c1ccc(C)cc1)c1c(O)c2ccccc2oc1=O | i | i | i | 6 | i | -5 | i | i | i | -4 | i
CCOc1cc(NC(=S)Nc2cccc(OC)c2)c(OCC)cc1NC(=O)C(C)C | i | i | i | 1 | i | -13 | i | i | i | . | i
Cn1c(NNC(=O)C(c2ccccc2)c2ccccc2)cc(=O)n(C)c1=O | i | i | i | 3 | i | 4.9* | i | i | i | 3 | i
CCOC(=O)Cn1c(-c2ccc(Cl)nc2)nc2ccccc21 | i | i | i | -23 | i | -10 | i | i | i | 4 | i
COc1ccccc1NS(=O)(=O)c1cccc(C(=O)NCc2ccco2)c1 | i | i | i | 1 | i | -11 | i | i | i | -3 | i
CCOC(=O)N1CCN(S(=O)(=O)c2ccc3c(c2)SC(C)C(=O)N3)CC1 (stereo not given) | i | i | i | 0 | i | -12 | i | i | i | 6 | i
CCOc1ccccc1C(=O)N(Cc1ccccc1)Cc1cc2cc3c(cc2[nH]c1=O)OCCO3 | i | i | i | -1 | i | 2 | i | i | i | . | i
COc1ccc(OC)c(NC(=S)N2CCN(C(=O)C3CCCO3)CC2)c1 (stereo not given) | i | i | i | -9 | i | -9 | i | i | i | 0 | i
COc1ccc(C2OCC3(CO2)SC(N)=NC3=O)cc1 (stereo not given) | i | i | i | -6 | i | -3 | i | i | i | -4 | i
COc1cc(OC)cc(C(=O)OCC(=O)N2CCCC2)c1 | i | i | i | -5 | i | -3 | i | i | i | 2 | i
NC(=O)c1c(NC(=O)C2CC=CCC2C(=O)O)sc2c1CCCCC2 (stereo not given) | i | i | i | 3 | i | -12 | i | i | i | -6 | i
O=C(Cn1cc([N+](=O)[O-])ccc1=O)NCc1ccc(Cl)cc1Cl | i | i | i | -19 | i | -8 | i | i | i | -2 | i
COC(=O)C1=C(C(=O)OC)[C@@H]2N(C)c3ccc(OC)cc3[C@@]23C[C@@H](C(=O)OC)N(C(=O)COCc2ccccc2)C3=N1 | i | i | i | 9 | i | -5 | . | i | i | . | .
Cc1nn(CC(=O)NCCCN2C(C)CCCC2C)c(=O)c2cc3occc3n12 (stereo not given) | i | i | i | 4 | i | -5 | i | i | i | -3 | i
Cc1ccc(C(=O)C[n+]2cccc3cc(C)ccc32)cc1 | i | i | i | ? | i | -5 | i | i | i | -3 | i

More records.
SMILES | TRPC4 act | KCNK9 block | KCNQ1 act | HDAC3 inhib | TMEM16A inh | hERG rescue | TMEM16A act | TRPC4 PAM | KCNQ1 inh | Dyrk1A ADPGlo | KCNK3 inh
O=C(Nc1ccccc1N(C(=O)c1ccco1)S(=O)(=O)c1cccs1)c1ccco1 | i | i | i | -2 | i | -7 | i | i | i | 8 | i
CC(C)CC(NS(=O)(=O)OCC(Cl)(Cl)Cl)c1ccccc1 (stereo not given) | i | i | i | 5 | 100* | -19 | i | i | 12* | -6 | i
COc1ccc(/C=C/C(=O)NC(=S)Nc2ccccn2)cc1 | i | i | i | 0 | i | -4 | i | i | i | 10 | i
COc1cccc(C2NC(=O)CCC2[N+](=O)[O-])c1 (stereo not given) | i | i | i | 3 | i | -1 | i | i | i | -5 | i
COCCNC(=O)C(c1ccc(C)o1)N(CC1CCCO1)C(=O)Cn1nnc2ccccc21 (stereo not given) | i | i | i | -4 | i | -4 | i | i | i | -7 | i
NC[C@H]1O[C@H](O[C@H]2[C@H](O)[C@@H](O[C@H]3O[C@H](CO)[C@@H](O)[C@H](N)[C@H]3O)[C@H](N)C[C@@H]2N)[C@H](N)C[C@@H]1O | i | i | i | . | i | -7 | i | i | i | 10 | i
CC(NC(=S)NC1CCC(C(C)(C)C)CC1)c1ccccc1 (stereo not given) | i | i | i | 6 | 100* | -10 | i | i | 9* | -4 | i
CCOC(=O)C1CN(S(C)(=O)=O)c2cc(CC(=O)OC)ccc2O1 (stereo not given) | i | i | i | 0 | i | -5 | i | i | i | -3 | i

Given with values under each structure: 4 of the compounds above
Order of values: TRPC4 act	KCNK9 block	KCNQ1 act	HDAC3 inhib	TMEM16A inh	hERG rescue	TMEM16A act	TRPC4 PAM	KCNQ1 inh	Dyrk1A ADPGlo	KCNK3 inh
Nc1nccc(-c2ccc(-n3cnc4ccccc43)cc2)n1
 : i	i	i	-21	i	-2	i	i	i	.	i
COc1ccc(OC)c(NC(=S)N2CCN(C(=O)C3CCCO3)CC2)c1 (stereo not given)
 : i	i	i	-9	i	-9	i	i	i	0	i
COc1cc(/C=C/C(=O)OCC(=O)c2c(N)n(C)c(=O)n(C)c2=O)ccc1O
 : i	i	i	-1	i	-7	i	i	i	0	i
Cc1ccc(C(=O)C[n+]2cccc3cc(C)ccc32)cc1
 : i	i	i	?	i	-5	i	i	i	-3	i

High-throughput results as filed in PubChem.

The list is partial (hit frequency here may not be typical).
